Screens from PubChem BioAssay.
TRHR PAM: qHTS for Small Molecule Agonists and Allosteric Enhancers of Human TRH Receptor: Primary Screen for Enhancers | TRHR cells, fluo-8 calcium fluorescence, EC20 TRH enhancement | 360,000 compounds, 0.66% hits | enhancement, % at 2 µM; in the data active = enhancement above about 30%; note: 0% is about no effect
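Enhancer read-out: after compound pinning and an initial kinetic agonist-mode read, an EC20 of TRH (10 nM final) was injected and fluo-8 calcium signal (Ex 480/Em 530) followed at 1 s/cycle for 100 cycles in TRHR-expressing cells.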
mIDH1 inhibitor: qHTS for Inhibitors of mutant isocitrate dehydrogenase 1 (IDH1): qHTS | Isocitrate dehydrogenase [NADP] cytoplasmic (Homo sapiens), O75874 | IDH1-R132H enzyme, NADPH consumption, diaphorase/resazurin fluorescence | Potency, µM (highest dose often 76.6 µM), without a hit: at the top dose activity change, negative = inhibition, most hits filed as inhibitors | 390,000 compounds, 0.093% hits | AID 602179, 2012; note: potency is the fitted concentration of half-maximal effect; % is set by controls: 0 for no effect and ±100 for the full control effect; nearly all actives have a fitted effect of over 65% in size
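IDH1-R132H (0.5 ug/mL) preincubated 30 min with compound, then NADPH (0.016 mM) and alpha-KG (2 mM) added; 80 min at RT, pH 7.5. Remaining NADPH coupled via diaphorase/resazurin to fluorescence (540/590 nm); concentration-response curves normalized to no-enzyme control.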
D2 antag: HTS Assay for Allosteric Antagonists of the Human D2 Dopamine Receptor: Primary Screen for Antagonists. D(2) dopamine receptor (Homo sapiens), P14416. 340,000 compounds, 2% hits. inhibition, % at 10 µM. HEK293 TREx D2 cells, calcium flux, dopamine EC80; in the data active = inhibition above about 30%; note: 0% is about no effect
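HEK293 T-REx D2 cells, tet-induced, calcium dye no-wash. Cpd pintool add, 180 s kinetic, then EC80 DA, 180 s kinetic. Ca flux read.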
D2 ag: HTS Assay for Allosteric Agonists of the Human D2 Dopamine Receptor: Primary Screen for Agonists. D(2) dopamine receptor (Homo sapiens), P14416. activation, % at 2 µM. AID 485358, 2010. 340,000 compounds, 0.53% hits. HEK293 T-REx D2 cells, calcium flux agonist mode;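 active = activation over 3 SD above normal in the single-dose calcium agonist read, cut at about 30% in these data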; note: 0% is about no effect
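HEK293 Trex D2 cells, tetracycline-induced, o/n 30 C 5% CO2; no-wash Ca dye, RT 30–90 min; 10-cycle baseline, 23 nl cpd added, kinetic Ca read 180 s; agonist hits = positive Ca response.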
TrxR1 substrate: qHTS Assay for Substrates of Mammalian Selenoprotein Thioredoxin Reductase 1 (TrxR1): qHTS | 390,000 compounds, 0.01% hits | Thioredoxin reductase 1, cytoplasmic (Rattus norvegicus), O89049 | purified TrxR1 substrate turnover, NADPH consumption readout | AID 588456, 2011 | Potency, µM (titrated, usually from 114 µM), inactives show at the highest dose activity change, negative = substrate turnover; note: potency is the fitted concentration of half-maximal effect; % is set by controls: 0 for no effect and ±100 for the full control effect; nearly all actives have a fitted effect of over 50% in size
Target sequence (O89049 whole entry, looked up): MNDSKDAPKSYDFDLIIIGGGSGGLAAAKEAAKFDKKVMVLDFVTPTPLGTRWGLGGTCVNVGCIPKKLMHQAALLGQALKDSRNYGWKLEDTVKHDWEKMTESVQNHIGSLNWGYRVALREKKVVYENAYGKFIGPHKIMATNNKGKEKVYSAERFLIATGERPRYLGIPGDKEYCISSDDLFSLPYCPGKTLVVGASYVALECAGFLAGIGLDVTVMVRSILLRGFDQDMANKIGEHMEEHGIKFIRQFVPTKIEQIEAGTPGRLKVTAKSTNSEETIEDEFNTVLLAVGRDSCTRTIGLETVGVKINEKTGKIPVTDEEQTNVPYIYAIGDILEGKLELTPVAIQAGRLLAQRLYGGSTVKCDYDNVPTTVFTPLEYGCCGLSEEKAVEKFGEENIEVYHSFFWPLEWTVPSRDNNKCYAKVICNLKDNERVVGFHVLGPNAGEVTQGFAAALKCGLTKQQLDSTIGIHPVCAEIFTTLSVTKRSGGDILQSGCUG
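Rat TrxR1, dispensed at 90 nM, was prereduced with 400 uM NADPH (final) for 5 min at ~22 deg C, then incubated with compound 15 min before 400 uM selenite. A first-read NADPH fluorescence drop versus no-compound background flagged substrates.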
TrxR1 inh: qHTS Assay for Inhibitors of Mammalian Selenoprotein Thioredoxin Reductase 1 (TrxR1): qHTS; recombinant rTrxR1, NADPH fluorescence consumption, selenite substrate; Potency, µM (series often up to 114 µM), without a hit: at the top dose activity change, negative = inhibition, hits mostly inhibitors; 390,000 compounds, 1% hits; AID 588453, 2011; note: potency is the fitted concentration of half-maximal effect; % is set by controls: 0 for no effect and ±100 for the full control effect; nearly all actives have a fitted effect of over 65% in size
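Rat TrxR1 (90 nM in the dispensed reagent) was pre-reduced with 400 uM NADPH for 5 min at room temperature, then incubated with compound for 15 min. After 400 uM selenite was added, NADPH fluorescence (Ex 340/Em 450 nm) was followed for 8 min.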
PI4K2A inh: qHTS for small molecular inhibitors of PI4K2A. activity change, negative = inhibition, % at 76.9 µM. Phosphatidylinositol 4-kinase type 2-alpha (Homo sapiens), Q9BTU6. AID 1346378, 2018. purified PI4K2A, ADP-Glo luminescence, 1 h; active compounds read low. 420,000 compounds, 0.13% hits; in the data active = activity change below about -50%; inconclusive = mostly about -30% to -49%;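 note: -100% = wells without enzyme as full effect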
Target sequence (Q9BTU6 whole entry, looked up): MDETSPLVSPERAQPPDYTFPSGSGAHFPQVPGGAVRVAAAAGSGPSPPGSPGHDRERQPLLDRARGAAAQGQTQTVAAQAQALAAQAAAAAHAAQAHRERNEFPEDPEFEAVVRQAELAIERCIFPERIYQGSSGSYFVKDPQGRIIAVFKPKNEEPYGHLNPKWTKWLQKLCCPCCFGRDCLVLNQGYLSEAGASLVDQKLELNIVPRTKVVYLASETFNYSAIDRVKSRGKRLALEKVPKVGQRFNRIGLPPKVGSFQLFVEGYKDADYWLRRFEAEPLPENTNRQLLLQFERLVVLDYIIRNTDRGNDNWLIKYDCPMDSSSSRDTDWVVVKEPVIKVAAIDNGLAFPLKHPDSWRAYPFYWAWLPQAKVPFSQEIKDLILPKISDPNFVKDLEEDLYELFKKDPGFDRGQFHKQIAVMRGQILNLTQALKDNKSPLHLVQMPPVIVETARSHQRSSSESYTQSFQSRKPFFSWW
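PI4K2A activity was measured by ADP-Glo luminescence: enzyme (4 ug/mL stock) and phosphatidylinositol (1.2 mM stock) in Tris pH 7.5/MgCl2/EGTA/Triton X-100 buffer were reacted with ATP (300 microM stock) for one hour at ambient temperature.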
TRHR ag: qHTS for Small Molecule Agonists and Allosteric Enhancers of Human TRH Receptor: Primary Screen for Agonists; TRHR cells, calcium flux fluo-8, FDSS agonist mode; activation, % at 2 µM; 360,000 compounds, 0.18% hits; in the data active = activation above about 30%; note: 0% is about no effect
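TRHR-expressing cells loaded with fluo-8 calcium dye; 23 nL library compound pin-transferred, kinetic FDSS fluorescence (Ex 480/Em 530) recorded about 180 s for agonist-induced calcium release, before a 10 nM TRH EC20 addition for potentiator mode.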
USP1-UAF1 inh: Inhibitors of USP1/UAF1: Primary Screen. Ubiquitin carboxyl-terminal hydrolase 1 (Homo sapiens), O94782. 390,000 compounds, 0.23% hits. Potency, µM (titrated, usually from 57.1 µM), for the others: top-dose activity change, negative = inhibition, actives largely listed as inhibitors. recombinant USP1/UAF1, Ub-Rhodamine cleavage fluorescence; note: potency is the fitted concentration of half-maximal effect; % is set by controls: 0 for no effect and ±100 for the full control effect; nearly all actives have a fitted effect of over 60% in size; inactives centre near -12
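USP1/UAF1 complex (1 nM) preincubated 15 min at room temperature with compound, then Ub-Rho substrate (150 nM final) added. Kinetic fluorescence at 480/540 nm over 6 reads at 60 s intervals; 50 mM HEPES pH 7.8, 0.5 mM EDTA, 0.1 mg/ml BSA, 1 mM TCEP, 0.01% Tween-20.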
Starred values were filed as active, the others as inactive; ? = inconclusive; nt = not tested or not shown; [ ] = dose if it differs, or a comment. Unless noted, calls come from the whole dose curve; as a rule, active = well fitted inhibition curve with a large enough effect; inconclusive = small, poorly fitted or top-dose-only effect; inactive = no such curve, though single readings can be large or run the other way. Compounds were not picked by outcome; 3.9% or so of the library scored in one or more.

SMILES | TRHR PAM | mIDH1 inhibitor | D2 antag | D2 ag | TrxR1 substrate | TrxR1 inh | PI4K2A inh | TRHR ag | USP1-UAF1 inh
COc1ccccc1N1CCN(CC(=O)NCc2ccc(Cl)cc2)CC1 | -2 | 5% | -12 | -0.5 | 0% | 16% | 5 | -0.4 | 0%
Cn1c(SCC(=O)N2CCCc3ccccc32)ncc(C(=O)Nc2ccccc2)c1=O | -5 | 0% | nt | 0.4 | 1%[57.1 µM] | -8%[57.1 µM] | 0 | 0.3 | -8%
O=C(NCc1ccccc1CN1CCCC1)c1ccc(Cl)c(S(=O)(=O)N2CCCC2)c1 | -2 | -1% | 33* | -0.2 | -7% | 2% | -3 | -0.2 | 1%
NC(=O)c1cc2cc(Br)ccc2o/c1=N/NC(=O)c1cccc(F)c1 | -6 | 0% | 8 | 0.9 | 7% | 28% | 4 | -0.8 | -14%
Cc1ccc(S(=O)(=O)N2CCN(Cc3ccco3)CC2)c(C)c1 | -6 | 2% | -5 | -0.2 | -5% | -16% | 2 | -0.3 | -7%
CC(C)(C)c1ccc(OCC(=O)NC(Cc2c[nH]c3ccccc23)C(=O)O)cc1 (stereo unspecified) | -5 | 1% | nt | 0.2 | -1% | 1% | -3 | 1.5 | 0%
CCOC(=O)c1ccccc1-n1c(C)cc(C2N=C(N)Nc3nc4ccccc4n32)c1C (stereo unspecified) | 1 | 3% | 2 | 1.5 | -13% | -6% | 6 | 0.1 | -10%
CCOC(=O)c1sc(=NC(=O)CCSc2ccccc2)n(C)c1C | -6 | 9% | nt | nt | -7% | 16%[57.1 µM] | 3 | 0.1 | -7%
CCOP(=O)(OCC)C(Nc1cccc(C)c1)c1ccc(F)cc1 (stereo unspecified) | -5 | 1% | 10 | -0.5 | 0% | 1% | -4 | -0.1 | -10%
Cn1c(Sc2nc3ccccc3n2C)nc2ccccc21 | -1 | 9% | -20 | 0.1 | -4% | -9% | 9 | 0.1 | -9%
CSc1nsc(SCC(=O)Nc2ccccn2)n1 | 1 | -6% | -23 | 0.1 | 27% | -1% | 8 | 0.1 | 2%
CC(C)N(C(=O)CN1C(=O)NC(c2ccccc2)(c2ccccc2)C1=O)C(C)C | 16 | -1% | 15 | 1.8 | -1% | 9% | 2 | -0.3 | -20%
Cc1ccc(NC(=O)C2C3CCC(O3)C2C(=O)O)cc1Cl (stereo unspecified) | 1 | -1% | 9 | 0.9 | 1% | 8% | 0 | 0.8 | -5%
Cc1ccc(OCCCC(=O)Nc2nncs2)cc1 | 2 | 0% | -8 | -1.3 | -5% | -9% | 0 | -0.1 | 0%
Cc1nc(SCc2cccc(Cl)c2)nc2c1CCCC2 | -3 | 4% | nt | -0.3 | 4% | 8% | 1 | 2.4 | -14%
CN(C)c1ccc(NC(=O)CSc2nc(C3CC3)nc3ccccc23)cc1 | 6 | 4% | -15 | 0.1 | 0% | 12% | 3 | 0.2 | -4%
O=C(NCC1CC1)c1onc(CSc2ccc(F)cc2)c1C(=O)NCC1CC1 | -3 | 14% | -3 | -0.1 | 8%[57.1 µM] | 15%[57.1 µM] | 0 | 0.4 | -26%
O=S(=O)(NCC1(N2CCOCC2)CCCCC1)c1ccccc1Cl | 1 | 0% | nt | -0.1 | -8% | -6% | 5 | 2.0 | -1%
CCOC(=O)c1nn(-c2ccc(Cl)cc2)c(=O)c(C#N)c1C | -6 | 0% | -2 | 0.3 | -11% | -9% | -3 | 0.0 | -1%
CCOC(=O)C1CCN(c2nc3ccccc3nc2C(C#N)C(=O)OCCOC)CC1 (stereo unspecified) | -4 | 0% | -16 | 0.9 | -5% | -12% | -3 | 2.7 | -15%
Cc1cccc(CS(=O)(=O)c2ncc(Cl)c(C(=O)NCc3ccc4c(c3)OCO4)n2)c1 | 9 | -3% | -3 | 0.1 | 20% | 5% | -5 | -0.3 | -16%
COC(=O)c1sc(SC)c(S(=O)(=O)C(C)C)c1N/N=C(\C#N)C(=O)c1ccccc1 | 1 | 4% | -1 | -0.8 | ? | -28% | -2 | -1.2 | -10%
S=c1[nH]nc(-c2ccccn2)n1/N=C/c1ccc(Br)s1 | -1 | 4% | -6 | -0.1 | -16%[57.1 µM] | 2%[57.1 µM] | -10 | -0.3 | -10%
COCCNC(=O)c1cn(CCOC)c(=O)c2c1c1ccccc1n2C | 3 | 1% | -8 | -0.2 | 64%[activator] | 2% | 13 | 0.1 | -19%
COc1cccc(NCc2nnc(SCC(=O)N(C)C3CCS(=O)(=O)C3)n2C2CCCCC2)c1 (stereo unspecified) | 14 | -4% | -13 | 0.4 | 2% | 12% | 0 | 0.1 | -24%
New compounds follow:
SMILES | TRHR PAM | mIDH1 inhibitor | D2 antag | D2 ag | TrxR1 substrate | TrxR1 inh | PI4K2A inh | TRHR ag | USP1-UAF1 inh
CCCN(Cc1nnc(-c2ccccc2Cl)o1)C(=O)c1cccc(S(=O)(=O)N2CCOCC2)c1 | -2 | -4% | -4 | 0.4 | -5% | 2% | -11 | 0.8 | -8%
CCOC(=O)C1(C(=O)OCC)NC(=O)CC1C(C)C (stereo unspecified) | nt | 3% | nt | nt | 10% | 23% | 4 | nt | -16%
Cc1ccc(C(C)CCN2CCC(n3nccc3NC(=O)c3ccccc3)CC2)o1 (stereo unspecified) | 8 | 2% | -7 | 1.1 | 3% | ? | 3 | 0.3 | -13%
CCOC(=O)c1cnc2c(C)cccc2c1Nc1ccc(OC(C)C)cc1 | 1 | 17% | nt | -2.1 | 22% | 46% | 3 | -0.9 | -28%
COc1cc(/C=C/c2ccc(/C=C/c3cc(OC)c(OC)c(OC)c3)cc2)cc(OC)c1OC | nt | -3% | nt | nt | 94%[activator][11.4 µM] | 85%[activator][11.4 µM] | 9 | nt | -1%
CCOC(=O)c1[nH]cnc1C(=O)N1CCC(C)CC1 | 14 | -5% | 12 | -0.1 | 6%[57.1 µM] | -3%[57.1 µM] | 2 | 0.1 | -9%
Cc1sc2ncn(CC(=O)NCc3ccccc3)c(=O)c2c1C | -2 | 11% | -1 | -0.1 | 12% | 21% | -5 | 0.0 | -19%
COc1ccc(-c2cc3c(=O)n(CC(=O)Nc4cccc(Cl)c4)nc(C)n3n2)cc1 | 3 | -5% | -6 | -0.5 | 9% | 25% | 3 | 0.8 | -8%
Cc1cc(Cl)ccc1OCC(=O)NNC(=O)C1CCN(c2ncnc3sc(C)c(C)c23)CC1 | 5 | -8% | -5 | 0.7 | -5% | 16% | -1 | -0.5 | -22%
O=c1oc2ccccc2c(N2CCCCC2)c1[N+](=O)[O-] | 3 | 2% | 5 | -0.2 | -9% | -2% | -2 | -0.2 | -7%
Cc1ccccc1Cn1cc(NC(=O)c2nn(C)cc2Cl)cn1 | 4 | 2% | -5 | -1.2 | 6%[57.1 µM] | 10%[57.1 µM] | -3 | -0.4 | -6%
Cc1ccc(CN2CCN(Cc3ccncc3)CC2CCO)o1 (stereo unspecified) | -1 | 1% | -10 | 0.3 | -1% | -19% | 2 | -0.3 | -7%
COc1ccccc1-n1nc(-c2ccccc2)c2cnc3cc(C(F)(F)F)ccc3c21 | -11 | 5% | nt | -0.1 | -6% | -5% | 0 | 1.4 | 1%
CCCNS(=O)(=O)c1ccc(CCC(=O)N2CCCC2)cc1 | -2 | 17% | 7 | 0.3 | 5%[57.1 µM] | 22% | -4 | -0.3 | 4%
COc1ccc(CNc2nc3c(c(=O)n(Cc4ccc(Br)cc4)c(=O)n3C)n2C)cc1 | 1 | -2% | 9 | 0.6 | -3% | 18% | -2 | 0.6 | -7%
Cc1ccc(-c2cc(C(=O)N3CCN(c4ccc(F)cc4)CC3)c3ccccc3n2)o1 | 3 | 5% | 9 | 0.8 | 11%[57.1 µM] | 18%[57.1 µM] | -4 | 0.8 | -27%
CCN(CC)S(=O)(=O)c1ccc(NC(=O)CO/N=C(\N)c2ccccc2)cc1 | -3 | -3% | 14 | -0.7 | -2% | 5% | 1 | 0.0 | -16%
COc1cc(O)ccc1/C=N/NC(=O)c1ccc([N+](=O)[O-])cc1 | 30 | -6% | 16 | -7.9 | 1%[57.1 µM] | -1%[57.1 µM] | -4 | -0.5 | -15%
NC(=O)C1CCCN(C(=O)NC2CCCCC2)C1 (stereo unspecified) | -9 | 2% | -2 | -0.4 | 9%[57.1 µM] | 8%[57.1 µM] | -8 | 0.6 | -7%

Molecules from the list above containing a COOH group:
SMILES | TRHR PAM | mIDH1 inhibitor | D2 antag | D2 ag | TrxR1 substrate | TrxR1 inh | PI4K2A inh | TRHR ag | USP1-UAF1 inh
CC(C)(C)c1ccc(OCC(=O)NC(Cc2c[nH]c3ccccc23)C(=O)O)cc1 (stereo unspecified) | -5 | 1% | nt | 0.2 | -1% | 1% | -3 | 1.5 | 0%
Cc1ccc(NC(=O)C2C3CCC(O3)C2C(=O)O)cc1Cl (stereo unspecified) | 1 | -1% | 9 | 0.9 | 1% | 8% | 0 | 0.8 | -5%
